Screening results (PubChem)
Lipid storage S3: qHTS Assay for Lipid Storage Modulators in Drosophila S3 Cells. Drosophila S3 cells, BODIPY lipid droplet fluorescence, 18-24 h; cells fed with added oleic acid. Potency in µM for hits, for the others lipid storage change, negative = inhibition, % at the top dose, mostly 46.1 µM. hit rate 0.64% among 320,000. AID 2685; active means well fitted inhibition curve with a large enough effect in the signal ratio, with a control signal flat, not every such curve was filed as active; inconclusive means small, poorly fitted or top-dose-only effect, or effect the other way, or a change in a side signal; the % refers to the signal ratio
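Drosophila S3 cells loaded with oleic acid (400 uM, as added) and compounds at several concentrations; lipid droplets imaged by 488-nm laser-scanning cytometry, 500–530 nm intensity and object ratio to cell channel. Percent activity normalized to 20 uM Triacsin C.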
Lipid storage S3 cell count max: second read-out of Lipid storage S3, no call of its own (marks repeat the call); cell number change, %; measured here: cell count max response;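 cells counted by Cell Tracker Red CMTPX staining in the red channel; peak over a dose series mostly up to 46.1 µM; percent activity relative to internal control wells on each plate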
* = called active by the depositor; i = inactive; ? = inconclusive; . = no result given. On the % scale 0 is the no-effect control and ±100 the full control effect; potency means the concentration at half of the fitted maximal effect. An excerpt, so the mix of outcomes need not match the whole.

Each structure is followed by: Lipid storage S3	Lipid storage S3 cell count max
- C[N+](C)(C)CCCCCCC(=O)/C=N/O
  -6%	-8
- CCOC(=O)N/N=C\c1ccc(-c2cc(Cl)ccc2Cl)o1
  3%	17
- O=C(CCCc1c[nH]c2ccccc12)NCc1ccccc1F
  ?	.
- CC(C)(C)NC(=O)C(c1cccs1)N(CC1CCCO1)C(=O)Cn1nnc(-c2cccs2)n1 (stereo unspecified)
  8%	-19
- CCCCc1nc2sc3c(=O)n(N)cnc3c2c2c1CCCC2
  7%	-5
- COC(=O)[C@@]12CCCCN1[C@H](c1ccc(-c3cccc(Cl)c3)c(OC)c1)[C@@H]1C(=O)N(C)C(=O)[C@@H]12
  ?	.
- CCN(C(=O)Cn1ccc(C(F)(F)F)n1)c1c(N)n(Cc2ccccc2)c(=O)[nH]c1=O
  ?	.
- CC1(C)NC(=O)N(CCCC(=O)Nc2ccc(C(F)(F)F)cc2)C1=O
  4%	3
- O=C(c1ccc(NS(=O)(=O)c2cccc(C(F)(F)F)c2)cc1)N1CCCC1
  ?	.
- Cn1cc([N+](=O)[O-])c(C(=O)N2CCCCCC2)n1
  i	-2
- CC1(C)CC(=O)C(C=NCc2ccc3c(c2)OCO3)=C(O)C1
  ?	.
- CCCCn1nnc(NC(=O)COc2ccc(Cl)c(C)c2)n1
  ?	.
- COc1ccccc1CN(CC(=O)NCc1ccc2c(c1)OCO2)C(=O)c1csnn1
  ?	.
- CC(Sc1nc2ccccc2s1)C(=O)N(C)Cc1ccccc1 (stereo unspecified)
  i	-13
- CCCN1CCN(C(=O)CCNC(=O)Cn2cnc3ccccc3c2=O)CC1
  -4%	14
- Cc1c(NC(=S)NC(=O)c2ccc(-c3ccc(Cl)cc3)o2)cccc1C(=O)O
  2%	-16
- CCN1CCN(CC2COc3ccccc3O2)CC1 (stereo unspecified)
  8%	13
- CN(Cc1ccc(F)cc1)C(=O)C(c1ccccc1)c1ccccc1
  ?	.
- Cc1cc(C(=O)OCC(=O)N2CCN(c3ccccc3)CC2)c2ccccc2n1
  -6%	-21
- Cc1ccc(C2/C(=C(/O)c3ccc(Br)cc3)C(=O)C(=O)N2Cc2ccco2)o1 (stereo unspecified)
  ?	.
- Cc1ccccc1OCC(=O)Nc1nc(-c2ccncc2)cs1
  ?	.
- CCC(=Nc1ccc(N)cc1)C1=C(O)C(C(=O)OC)C(C)(C)CC1=O (stereo unspecified)
  ?	.
- CCCCOc1ccc(C2OC34CCCCC3C(C#N)(C#N)C2(C#N)C(=N)O4)cc1 (stereo unspecified)
  i	.
- Cc1onc(-c2ccccc2)c1-c1n[nH]c(=S)n1-c1ccccc1Cl
  25%	-9
- CCn1c(SCC(=O)Nc2ccc(Cl)cc2)nc2nc3c(cc2c1=O)CCCC3
  -1%	-2
- Nc1ccc(C2=Nc3cccc4cccc(c34)N2)cc1
  5%	12
- CC(=O)NC(N1CCCCC1)C(F)(F)C(F)(F)C(F)(F)C(F)F (stereo unspecified)
  ?	.
- CCn1cc(/C=C(\NC(=O)c2ccccc2F)C(=O)NCCCN2CCOCC2)c2ccccc21
  ?	.
- CC1(C)Cc2cccc(OCC(=O)O)c2O1
  0%	-2
- Cc1[nH]n(-c2ccccc2)c(=O)c1C(C[N+](=O)[O-])c1ccc(F)cc1 (stereo unspecified)
  ?	.

Record cards, from the list above.
Nc1ccc(C2=Nc3cccc4cccc(c34)N2)cc1 is entered as Lipid storage S3: 5%; Lipid storage S3 cell count max: 12
Cc1ccc(C2/C(=C(/O)c3ccc(Br)cc3)C(=O)C(=O)N2Cc2ccco2)o1 (stereo unspecified) is entered as Lipid storage S3: ?; Lipid storage S3 cell count max: .
CC1(C)Cc2cccc(OCC(=O)O)c2O1 is entered as Lipid storage S3: 0%; Lipid storage S3 cell count max: -2

Additional results follow.
Each structure is followed by: Lipid storage S3	Lipid storage S3 cell count max
- COc1ccc2c(c1)[C@H]1[C@H](CO2)[C@H](c2ccccc2)[C@]2(C)C(=O)Nc3cc(OC)c(OC)cc3C(=O)N12
  ?	.
- COc1ccc(C2C(C(C)=O)=C(O)C(=O)N2CCc2c[nH]c3ccccc23)cc1OC (stereo unspecified)
  ?	.
- CN(CC(=O)Nc1ccc(N2CCOCC2)cc1)CC(=O)Nc1cccc(C#N)c1
  21%	-11
- CCOc1cccc(-c2nnc3sc(-c4cc(OC)c(OC)c(OC)c4)nn23)c1
  ?	.
- CCOC(=O)c1oc2ccccc2c1N
  ?	.
- Cc1cc(C)c(S(=O)(=O)Nc2ccc(O)c(Sc3ncn[nH]3)c2)c(C)c1
  0%	-19
- CCn1c(SCC(=O)Nc2nc(C)cs2)nnc1C(C)NC(=O)c1ccccc1 (stereo unspecified)
  ?	.
- COc1ccc(N2CC(NS(=O)(=O)c3ccc4ccccc4c3)CC2=O)cc1 (stereo unspecified)
  ?	.
- COc1ccc(Cl)cc1S(=O)(=O)N1CCCC1
  ?	.
- CCOC(=O)C1CCN(S(=O)(=O)c2ccc3c4c2CC(=O)N4CC(C)S3)CC1 (stereo unspecified)
  ?	.
- CSc1ccccc1NC(=O)CN(C)C(=O)CCc1c[nH]c2ccccc12
  ?	.
- CC(=O)CSc1nnc(NC(=O)CCc2ccccc2)s1
  ?	.
- Cc1ccc(S(=O)(=O)NN2C(=O)c3ccccc3NC2(C)C)cc1
  ?	.
- COc1cccc(-c2csc3nnc(SCC(=O)NCc4cccs4)n23)c1
  29%	-1
- O=C(NCCCCCCNC(=O)OC1CCS(=O)(=O)C1)OC1CCS(=O)(=O)C1 (stereo unspecified)
  ?	.
- N#CC(/C(=N/S(=O)(=O)c1cccs1)c1ccccc1)c1nc2ccccc2[nH]1 (stereo unspecified)
  ?	.
- O=C(c1cccs1)N1C(=O)c2cccc3cccc1c23
  -6%	11
- Cc1cccc(C)c1NC(=O)CSc1nc(C)c(CC(=O)c2ccc(Br)cc2)c(C)c1C#N
  24%	-7
- Cc1cc(F)ccc1S(=O)(=O)N1CCCOC1CNC(=O)C(=O)NC1CCCCC1 (stereo unspecified)
  ?	.
- O=C(CCSc1nnc(-c2ccncc2)o1)Nc1ccc(F)cc1
  ?	.
- O=C(NCC1CCCO1)C1CCCN1C(=O)Nc1ccc(Cl)c(Cl)c1 (stereo unspecified)
  ?	.
- CCOCCCNC(=O)c1c(-c2ccccc2)noc1C
  21µM*	-15*
- CCn1c(SCC(=O)Nc2ccc(F)cc2)nc2ccccc2c1=O
  ?	.
- CCCCCN1CC(O)=C(c2nc(-c3ccc(Cl)cc3)cs2)C1=N
  -2%	1
- O=C(/C=C/c1ccccc1)N1CCCN(C(=O)/C=C/c2ccccc2)CC1
  -2%	10
- CCOC(=O)CCC(=O)Nc1ccccc1C(N)=O
  i	22
- Cc1ccc2oc3c(c(=O)c2c1)C(c1cccc(Cl)c1)N(CCCN1CCOCC1)C3=O (stereo unspecified)
  ?	.
- CC(C)CN(C(=O)CN(C)S(=O)(=O)c1ccc(Cl)cc1)C1CCS(=O)(=O)C1 (stereo unspecified)
  ?	.
- COC(C[C@@H]1O[C@@H]1[C@@H](O)COCc1ccccc1)OC
  -4%	8
- CCc1cc(/C(Cc2ccccn2)=N\O)c(O)cc1O
  ?	.
- COC(=O)[C@@H]1CC[C@H](C)[C@@H](c2ccc(C)cc2)N1C(=O)c1ccc(/C=N/O[C@H](C)c2cn([C@@H]3COC[C@H]3O)nn2)cc1
  ?	.
- CN1C(=O)[C@H]2[C@@H](C3CC3)N3C(=O)CN(Cc4ccc(-c5ccccc5)cc4)C(=O)[C@@]3(C)[C@H]2C1=O
  ?	.
- O=C1/C(=C/C=C/c2ccccc2)Oc2c1ccc(O)c2CN1CCN(CCO)CC1
  -26%	-1
- CC(NC(=O)C1CCC(CNC(=O)[C@@H]2Cc3ccccc3CN2)CC1)c1ccccc1 (stereo partly specified)
  i	.
- Cc1ccn2cc(-c3ccc(NS(=O)(=O)c4ccccc4)cc3)nc2c1
  -18%	-5
- C/C(=N\NC(=S)NC1CCCCC1)c1ccc(C)o1
  ?	.
- C/C(Cc1ccccc1)=N\NC(=O)CNC(=O)c1ccccc1Br
  ?	.
- COc1ccccc1N/C=C1/Sc2cc(Cl)ccc2NC1=O
  ?	.
- Nc1c(C(=O)NCc2ccc3c(c2)OCO3)nnn1-c1ccc(OC(F)(F)F)cc1
  -12%	-2
- O=C(COc1ccc(F)cc1)NCC1(N2CCOCC2)CCCCC1
  21%	6
- O=C(Nc1ccc(Cl)c(S(=O)(=O)N2CCCCC2)c1)c1ccncc1
  ?	.
- O=C(Nc1ccccc1Cl)C1(c2ccccc2)CC1(Cl)Cl (stereo unspecified)
  -4%	1
- O=C(NCC(=O)N(c1ccc(F)cc1)C(C(=O)NCC1CCCO1)c1ccccc1)c1ccco1 (stereo unspecified)
  ?	.
- CNc1c(NS(=O)(=O)c2ccc(Cl)s2)c(=O)oc2ccccc12
  ?	.
- O=C(O)c1c(NC(=O)c2cccc3ccccc23)sc2c1CCC2
  1%	20

Ordered by the number under Lipid storage S3 cell count max (high to low): three from the list above
Molecule	Lipid storage S3 cell count max
O=C(COc1ccc(F)cc1)NCC1(N2CCOCC2)CCCCC1	6
Nc1c(C(=O)NCc2ccc3c(c2)OCO3)nnn1-c1ccc(OC(F)(F)F)cc1	-2
Cc1ccn2cc(-c3ccc(NS(=O)(=O)c4ccccc4)cc3)nc2c1	-5

The list continues.
Each structure is followed by: Lipid storage S3	Lipid storage S3 cell count max
- COc1cccc(CNC(=O)CN(c2ccc(C(C)C)cc2)S(=O)(=O)c2c(C)noc2C)c1
  ?	.
- COc1ccc(CN(CCC(c2ccccc2)c2ccc(OC(C)C)cc2)C(=O)CCl)cc1OC (stereo unspecified)
  ?	.
- Cc1cccc(NS(=O)(=O)c2cc(C(=O)N3CCCCCC3)ccc2C)c1
  ?	.
- O=C(O)COCC(=O)N1CCc2c([nH]c3ccccc23)C1C(F)(F)F (stereo unspecified)
  -1%	2
- COc1ccc(N2CCN(Cc3nc4c(c(=O)[nH]c(=O)n4C)n3CC(C)=O)CC2)cc1
  -6%	-17
- Cc1ccc2c(CSc3nc4nc(C)cc(C)n4n3)cc(=O)oc2c1
  -5%	.
- Cc1nc2ccccc2n1CCOc1ccccc1
  i	17
- CCOc1ccccc1N(C)C(=O)c1cn(CC)c(=O)c2cc(OC)c(OC)cc12
  ?	.
- O=C(CN1CCN(Cc2ccccc2Cl)C1=O)NC1CCCCCCC1
  ?	.
- O=C(/C=C/c1ccccc1)NCc1ccc2c(c1)OCO2
  ?	.
- NC(=O)C1CCN(C(=O)c2cc3n(n2)C(C(F)(F)F)CC(c2ccco2)N3)CC1 (stereo unspecified)
  ?	.
- NS(=O)(=O)c1cc(C(=O)N=Nc2c(O)[nH]c3ccccc23)ccc1Cl
  ?	.
- CC(C)C(c1nnnn1Cc1cccs1)N1CCN(c2ccccc2)CC1 (stereo unspecified)
  26%	2
- Cc1ccc(S(=O)(=O)N2CCCc3ccccc32)cc1C
  ?	.
- CCc1ccc(NS(=O)(=O)c2cc3[nH]c(=O)c(=O)[nH]c3cc2C)cc1
  i	-29
- Cn1nc(C(=O)Nc2ccc(S(=O)(=O)N3CCCCC3)cc2)ccc1=O
  ?	.
- COc1cc(/C=c2/sc3nc(-c4ccccc4)c(-c4ccccc4)n3c2=O)cc(OC)c1OC
  ?	.
- CSc1ccccc1NC(=O)CN1CCCCC1
  ?	.
- CSc1nccc(Oc2cncc(Cl)c2)n1
  ?	.
- Cc1nc(CN2CCC(c3ccccc3)CC2)cc(=O)[nH]1
  ?	.
- Cc1ccc(/C(O)=C/C(=O)C(=O)NNC(=O)C(O)(c2ccccc2)c2ccccc2)cc1
  ?	.
- CCN(CC(=O)NCc1ccc(F)cc1)CC(O)COCc1cccc(OC)c1 (stereo unspecified)
  -3%	3
- CC(Oc1cccc(Cl)c1)C(=O)Nc1ccc(N2CCOCC2)cc1N1CCOCC1 (stereo unspecified)
  ?	.
- COc1cc(CNn2c(C)n[nH]c2=S)cc(Cl)c1OCc1ccccc1
  -9%	-10
- CNC(=S)N1CCC(NC(=O)C(Cc2ccccc2)NC(C)=O)CC1 (stereo unspecified)
  -3%	9
- O=C(CC(=O)NCc1ccccc1)NCc1ccccc1
  ?	.
- O=C(C1=C(O)C(=O)N(CC2CCCO2)C1c1ccc(Cl)cc1)c1ccco1 (stereo unspecified)
  i	18
- O=C(NC(CO)(CO)CO)c1coc(=O)c(Br)c1
  6%	-15
- N/C(=N\OC(=O)c1ccco1)c1ccc(Br)cc1
  ?	.
- CCc1nc2ccc(C(=O)N(CC)CC(=O)Nc3c(F)cccc3F)cc2nc1CC
  ?	.
- O=C(Oc1cccc(C(=S)N2CCOCC2)c1)c1cccc([N+](=O)[O-])c1
  -6%	5
- CCOc1ccccc1OCC(=O)Nc1ccc(S(=O)(=O)Nc2ncccn2)cc1
  0%	-9
- Cc1cccc(-c2cc(C(=O)Nc3ccncc3)c3ccccc3n2)c1
  ?	.
- O=C(O)C1CCC(=O)N(C2CC2)C1c1ccccc1 (stereo unspecified)
  i	16
- CCOc1cc(/C=N/O)cc(Br)c1OCC
  0%	-10
- Cc1ccc(-c2nc(N)n(C(=O)c3ccco3)n2)cc1
  -14%	10
- Cc1cccc(NC(=O)NCc2ccc3c(c2)OCO3)c1C
  4%	-3
- CCCCCOC(=O)C1=C(C)NC(=O)NC1c1ccc2c(c1)OCO2 (stereo unspecified)
  -6%	-4
